HSP90 inh: inhibitors of HSP90 luciferase refolding in rabbit reticulocyte lysate; luciferase refolding luminescence, 3 h; AID 1789; inhibition, % at 5.6 µM; 290,000 compounds, 0.91% hits;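 active means inhibition above the screen-wide mean plus 3 SD, computed separately per campaign, cut at about 16% in these data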;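 further: 0% = DMSO wells and 100% = 60 µM geldanamycin wells; inhibitors lower the luminescence because luciferase stays unfolded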
AI-2 QS modul: modulators of Vibrio harveyi AI-2 quorum sensing system | AID 2094 | 300,000 compounds, 0.4% hits | Vibrio harveyi JMH597 AI-2 luminescence/OD600 ratio, 9 h; active compounds read low; strain lacks LuxN and CqsS sensors; 0 = neutral-control median | activity change, % at 7.5 µM; in the data active means activity change below about -75%, passing the limit was not always enough;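 further: luminescence divided by OD600 gain over 9 h not by final OD600 alone; inactives centre near 13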
HSF1 activator: increases HSF-1 driven luciferase reporter signal; NIH3T3-HGL HSF-1 luciferase reporter, MG132, 8 h; 100% = twice DMSO control signal; activation, % at 9 µM; 300,000 compounds, 1.7% hits;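 active means mean replicate activation of at least 50% with a set share of replicates each reaching 50%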;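 further: 0% = median of the neutral control wells and 100% = twice that signal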
HSF1 inh: HSF1 inhibition; NIH3T3-HGL HSE-luciferase, MG132-induced, luminescence 8 h; active compounds read low; activity change, negative = inhibition, % at 7.5 µM (by protocol); 300,000 compounds, 0.77% hits; AID 2098;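 active means more than half of replicate wells show activity change below -50%, luminescence cut by over half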;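 further: luciferase reports HSF-1 transcriptional activity via heat shock element; 0% = median of DMSO wells and -100% = zero luminescence signal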
GSK3beta inhib: blocks human GSK3beta kinase activity; P49841; GST-GSK3beta kinase, ADP-Glo luminescence, 60 min; active compounds read low; activity score (negative = inhibition), % at 10 µM; 300,000 compounds, 0.038% hits;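 active means more than half of replicate wells score below -50%, meaning over 50% inhibition versus plate controls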;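 further: 0% = median DMSO wells and -100% = median GW8510 positive control wells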
Target sequence (P49841 whole entry, looked up): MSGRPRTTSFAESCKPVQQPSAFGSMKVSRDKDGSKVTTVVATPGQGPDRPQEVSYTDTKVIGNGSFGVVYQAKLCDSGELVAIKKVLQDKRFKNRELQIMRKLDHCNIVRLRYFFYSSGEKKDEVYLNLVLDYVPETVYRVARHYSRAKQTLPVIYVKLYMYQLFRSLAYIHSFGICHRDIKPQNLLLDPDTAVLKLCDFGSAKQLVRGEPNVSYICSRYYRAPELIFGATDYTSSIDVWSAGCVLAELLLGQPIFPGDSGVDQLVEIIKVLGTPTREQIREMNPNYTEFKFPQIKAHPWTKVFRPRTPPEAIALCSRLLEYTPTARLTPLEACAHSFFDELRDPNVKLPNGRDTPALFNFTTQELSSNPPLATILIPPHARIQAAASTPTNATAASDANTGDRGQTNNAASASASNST
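Test system: GST-fused GSK3beta enzyme, cell-free | Quantity: 1.6 ng GST-GSK3beta enzyme per well | Reagent: 25 µM ATP with peptide substrate | Schedule: 60 min enzyme reaction, room temperature | Signal: Luminescent ADP-Glo measurement of ADP formed | Read-out basis: Score relative to plate controls | Control set: DMSO and 20 µM GW8510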
IEC-6 cytotox: kills IEC-6 intestinal cells in KLF5 counter-screen; IEC-6 cytotoxicity, luminescence viability; inhibition, % at 5 µM; 290,000 compounds, 0.78% hits; in the data active means inhibition above about 22%;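 further: 0% = plate median of test compound wells and 100% = cytotoxic reference compound wells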
HIF act: HIF pathway transcriptional activation; U2OS HRE-luciferase reporter, luminescence; normalized: DMSO 0%, desferrioxamine 100%; activation, % at 7.5 µM (by protocol); 300,000 compounds, 0.32% hits; AID 1910;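 active means mean activation of at least 10% of the iron chelator positive control signal, with at least half of replicates also reaching 10%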
KLF5 inh: inhibitors of KLF5 expression; DLD-1 KLF5 promoter-luciferase reporter, luminescence; AID 1700; 290,000 compounds, 0.23% hits; inhibition, % at 5 µM;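 active means inhibition above a per-plate limit of that plate's mean compound inhibition plus 3 SD, cut at about 60% in these data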;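 further: 0% = DMSO wells and 100% = LY294002 at 200 µM; higher means less KLF5 promoter-driven luciferase light; inactives centre near -14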
aSyn 5UTR inh: 5' untranslated region of α-synuclein, MLPCN primary screen; alpha-synuclein 5'UTR reporter, inhibitor activity; inhibition, % (tested at 7.5 µM); 300,000 compounds, 0.82% hits; AID 1813; in the data active means inhibition above about 60%;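 further: H4 neuroglioblastoma cells stably carrying SNCA 5'UTR luciferase fusion; 0% = DMSO wells and 100% = positive control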
GSK3A inh: inhibitors of human GSK-3 alpha kinase; P49840; ADP-Glo luminescence, 60 min; inhibition, % at 10 µM; 320,000 compounds, 0.1% hits; AID 2650;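 in the data active means inhibition above about 50%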;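 further: GST-tagged GSK-3 alpha with peptide substrate and 25 µM ATP; 0% = DMSO neutral wells and 100% = GW8510 positive control wells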
Target sequence (P49840 whole entry, looked up): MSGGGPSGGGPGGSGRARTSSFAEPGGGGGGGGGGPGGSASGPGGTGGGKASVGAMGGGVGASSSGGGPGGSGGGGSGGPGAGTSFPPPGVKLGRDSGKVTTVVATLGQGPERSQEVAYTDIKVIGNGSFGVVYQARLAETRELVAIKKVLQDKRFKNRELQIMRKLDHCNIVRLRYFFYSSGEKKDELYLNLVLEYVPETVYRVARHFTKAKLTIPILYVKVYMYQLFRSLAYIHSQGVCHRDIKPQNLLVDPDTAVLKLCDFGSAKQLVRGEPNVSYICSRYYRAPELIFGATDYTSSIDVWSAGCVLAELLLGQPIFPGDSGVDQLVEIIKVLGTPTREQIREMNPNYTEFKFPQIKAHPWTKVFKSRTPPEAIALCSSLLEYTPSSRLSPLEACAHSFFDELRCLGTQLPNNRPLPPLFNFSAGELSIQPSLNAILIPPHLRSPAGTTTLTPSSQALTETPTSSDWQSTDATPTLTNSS
* marks the source's active call; other numbers are inactive results; x = no result given.

molecule,HSP90 inh,AI-2 QS modul,HSF1 activator,HSF1 inh,GSK3beta inhib,IEC-6 cytotox,HIF act,KLF5 inh,aSyn 5UTR inh,GSK3A inh
CCN(CC)c1ccc(/C=c2\sc3nc4ccccc4n3c2=O)c(O)c1,6,36,-2,-17,-1,-4,-0.5,-30,-19,x
O/N=C/c1cc(Br)ccc1OCc1ccccc1F,1,9,39,18,1,11,-1.6,-21,-43,15
CC(C)c1nnc(NC(=O)Cc2ccc(Br)cc2)s1,0,17,26,7,-1,-8,0.1,-11,0,-2
COc1ccc(NC2CCCN(C(=O)c3c(C)noc3C)C2)cc1 (stereo unspecified),-2,18,0,-3,1,-1,0.7,9,7,0
COc1ccc(NC(=O)c2cc(C(=O)Nc3ccc(OC)cc3OC)cc([N+](=O)[O-])c2)c(OC)c1,-2,11,27,4,0,-6,-0.9,3,-5,-1
O=C(Nc1ccccc1F)C(c1ccccc1)c1ccccc1,x,-3,14,7,-6,x,0.1,x,-3,-2
CC1=C(C(=O)NC2CCCC(C)C2C)C2(CCCCC2)OC1=O (stereo unspecified),1,16,-5,-1,1,-3,x,-3,-1,-1
COc1cc(CNCCc2ccccc2F)ccc1OCc1ccc(Cl)nc1,0,20,14,-1,-3,0,0.5,-75,-58,1
CCC(=O)c1ccc(OCc2ccc(C(=O)c3ccccc3)cc2)cc1,6,26,2,-4,0,10,-0.9,1,2,-2
COc1ccc(N(CC(=O)NCCc2ccccc2)C(=O)c2csnn2)cc1,1,28,5,-4,2,1,0.3,-30,-19,-2
CCN(C1CCS(=O)(=O)C1)S(=O)(=O)c1ccc2ccccc2c1 (stereo unspecified),x,20,3,-3,-1,x,-0.1,x,8,-2
COc1ccc(CN2C(=O)NC3(CCCc4ccccc43)C2=O)cc1F (stereo unspecified),0,-1,26,2,-2,-8,0.3,-24,-3,-4
CCCCCOc1ccc(CSc2n[nH]c(C)n2)cc1,-6,-27,49,32,2,-1,2.4,-59,-171,-1
CC(CCO)Nc1nc2c([nH]1)c(=O)n(C)c(=O)n2C (stereo unspecified),-2,12,-6,-8,-1,-3,-0.1,-1,18,3
O=C(CSc1ccccc1C(=O)O)NC12CC3CC(CC(C3)C1)C2,10,-1,43,16,5,2,0.1,17,-19,0
CCOc1ccc2[nH]c3c(N4CCC5(CC4)OCCO5)ncnc3c2c1,3,26,28,-2,-3,16,1.6,-24,-25,-1
COC1=C/C(=C/c2c(N)n3nc(CC(=O)N4CCCCC4)sc3nc2=O)C=CC1=O,0,54,17,-3,-1,-8,-0.1,-13,-27,0
O=C1CCCc2nc(N3CCc4ccccc43)ncc21,-4,10,-2,-6,-2,3,0.2,-41,-19,2
Cc1ccc(CCN2CC(C(=O)NCc3ccco3)CC2=O)cc1 (stereo unspecified),-1,57,-7,-8,1,-3,-0.2,-5,12,3
CCN(C(=O)Cc1ccc(NC2=NC3CS(=O)(=O)CC3S2)cc1)c1ccccc1 (stereo unspecified),2,15,-7,-8,-3,-2,-0.6,-12,11,0
COc1ccc(CN2CCC(N3CC(C)OC(C)C3)CC2)c(OC)c1 (stereo unspecified),-1,24,-2,-10,-2,-2,0.0,-40,-13,-1
S=C(NCC1CCCO1)Nc1ccccc1Cl (stereo unspecified),-2,31,34,9,3,-7,0.1,3,-19,-2
COCCNC(=O)CCn1nc(-c2ccc(C)cc2)c2ccccc2c1=O,0,7,0,0,1,1,3.0,-24,22,1
CCC(C)[C@H](NC(=O)NCc1ccccc1)C(=O)O (stereo partly specified),-1,41,4,-6,2,3,-0.4,-29,-6,2
Cc1ccc(NC(=O)OCCN2CCN(Cc3ccccc3)CCC2=O)cc1,-2,11,-18,-2,0,0,0.1,2,6,-1
O=C(Nc1ccc(NC(=O)c2cc([N+](=O)[O-])ccc2N2CCOCC2)cc1)c1cccs1,1,13,-1,-3,1,-3,0.2,-6,-2,1
O=C1CCC(=O)N1c1ccc(CSc2nnnn2C2CCCCC2)cc1,-1,-2,-12,-4,-1,-4,0.4,-16,-5,-4
O=c1c2ccccc2c(C=Nc2cccc(S(=O)(=O)NC3=NCCCCC3)c2)c(O)n1Cc1ccccc1,8,0,13,-3,2,2,-0.2,-13,39,0
CCN1CCN(S(=O)(=O)c2ccc(OC)c3ccccc23)CC1,0,x,-2,-3,x,-5,-28,-46,14,-2
CC(C)(C)c1cc2cccnc2n1Cc1ccccc1,-7,15,-3,-3,-1,-1,-0.2,-16,10,-1

9 structures from above, ordered by SMILES length, rising:
molecule,HSP90 inh,AI-2 QS modul,HSF1 activator,HSF1 inh,GSK3beta inhib,IEC-6 cytotox,HIF act,KLF5 inh,aSyn 5UTR inh,GSK3A inh
CC(C)(C)c1cc2cccnc2n1Cc1ccccc1,-7,15,-3,-3,-1,-1,-0.2,-16,10,-1
CCCCCOc1ccc(CSc2n[nH]c(C)n2)cc1,-6,-27,49,32,2,-1,2.4,-59,-171,-1
O=C(Nc1ccccc1F)C(c1ccccc1)c1ccccc1,x,-3,14,7,-6,x,0.1,x,-3,-2
CCC(C)[C@H](NC(=O)NCc1ccccc1)C(=O)O (stereo partly specified),-1,41,4,-6,2,3,-0.4,-29,-6,2
CC1=C(C(=O)NC2CCCC(C)C2C)C2(CCCCC2)OC1=O (stereo unspecified),1,16,-5,-1,1,-3,x,-3,-1,-1
COc1ccc(CN2CCC(N3CC(C)OC(C)C3)CC2)c(OC)c1 (stereo unspecified),-1,24,-2,-10,-2,-2,0.0,-40,-13,-1
Cc1ccc(NC(=O)OCCN2CCN(Cc3ccccc3)CCC2=O)cc1,-2,11,-18,-2,0,0,0.1,2,6,-1
CCOc1ccc2[nH]c3c(N4CCC5(CC4)OCCO5)ncnc3c2c1,3,26,28,-2,-3,16,1.6,-24,-25,-1
O=C(Nc1ccc(NC(=O)c2cc([N+](=O)[O-])ccc2N2CCOCC2)cc1)c1cccs1,1,13,-1,-3,1,-3,0.2,-6,-2,1

The results go on:
molecule,HSP90 inh,AI-2 QS modul,HSF1 activator,HSF1 inh,GSK3beta inhib,IEC-6 cytotox,HIF act,KLF5 inh,aSyn 5UTR inh,GSK3A inh
Cc1cc(NC(=O)CSc2nc(=O)cc(N)n2-c2ccc(F)cc2)no1,-1,26,-18,-10,-1,-10,-0.2,-49,4,0
COc1cc2c(cc1OC)C(c1ccc(C(F)(F)F)cc1)CC(=O)N2 (stereo unspecified),-4,x,15,14,x,-1,-0.5,-7,6,1
Cc1cc(/C=N/NC(=O)Cn2c3ccccc3c(=O)c3ccccc32)c(C)n1-c1ccc(Cl)cc1,2,55,-3,0,-2,2,-0.4,-21,-16,x
Cn1nc(-c2ccccc2)c(C(O)c2ccc(Cl)cc2)c1Cl (stereo unspecified),-2,21,25,7,2,3,0.1,12,-18,-2
CCn1c(=O)c(C(=O)NCCNCCO)c(O)c2ccccc21,3,9,33,7,17,-1,0.0,-10,-10,0
CCCCCNC(=O)c1cn(CC)c2cc(N3CCN(C)CC3)c(F)cc2c1=O,-4,128,10,5,-2,0,-14,-56,-12,0
O=C(c1ccccc1)c1ccc2nc(-c3ccco3)c(-c3ccco3)nc2c1,0,29,89*,19,-2,-15,2.4,-18,-27,-1
COC(=O)c1sccc1S(=O)(=O)Nc1ccc(S(N)(=O)=O)cc1,-7,12,-8,-6,-1,-4,-0.7,-66,-4,3
Cc1ccccc1N1CCN(CCCOc2ccc3c(C)cc(=O)oc3c2)CC1,1,51,0,0,3,-2,0.1,-15,-15,1
COc1ccc(-c2noc(N3CCC(C(=O)N(C)c4ccccc4)CC3)n2)cc1,1,16,-11,-14,1,6,0.1,12,-19,-1
C=CCn1c(C)c(C(C)=O)c(N2CCCC2)nc1=S,2,15,24,12,-3,2,-0.6,-5,4,2
O=C(Cc1ccccc1F)Nc1cccc2cccnc12,-3,7,-23,-1,-4,0,1.0,15,-23,-1
O=C(c1cc(-c2cccnc2)nc2ccc(Cl)cc12)N1CCN(S(=O)(=O)c2cccs2)CC1,4,24,4,-1,1,9,-0.4,11,27,1
CSc1ccc(/C=N/NC(=O)c2ccc(O)cc2)cc1,-4,26,18,7,2,2,2.5,-103,-117,1
O=C(CSc1ncnc2c1nnn2Cc1ccccc1)NC1CCCCC1,-1,10,80*,66,-1,-4,1.1,-37,21,1
CCOC(=O)c1ccc(N2C(=O)CC(Nc3ccc(CCO)cc3)C2=O)cc1 (stereo unspecified),5,7,-7,4,4,0,1.4,-5,4,0
CCOC(=O)c1c(NC(=O)CNC2CCCCC2)sc(C)c1C,0,-7,-3,-7,1,2,-0.3,-15,25,-3
C[C@H](NC(=O)[C@H]1N2C(=O)c3ccccc3C2SC1(C)C)C(=O)N1CCCCC1 (stereo partly specified),0,9,1,1,5,-3,0.3,0,11,-2
CN1CCN(C(=O)c2ccc(CS(=O)Cc3ccc(Cl)cc3)o2)CC1 (stereo unspecified),-1,10,-20,-5,3,8,-0.2,-16,-16,5

An excerpt taken from the entries so far, for reference:
molecule,HSP90 inh,AI-2 QS modul,HSF1 activator,HSF1 inh,GSK3beta inhib,IEC-6 cytotox,HIF act,KLF5 inh,aSyn 5UTR inh,GSK3A inh
O=C1CCCc2nc(N3CCc4ccccc43)ncc21,-4,10,-2,-6,-2,3,0.2,-41,-19,2
Cc1ccc(CCN2CC(C(=O)NCc3ccco3)CC2=O)cc1 (stereo unspecified),-1,57,-7,-8,1,-3,-0.2,-5,12,3
